# Myeloid diff 2: induction of myeloid progenitor differentiation, primary screen, cell-based, flow cytometry, MLPCN library; ER-HoxA9 myeloid progenitors, lysozyme-GFP differentiation; calls only at 10 µM; 360,000 tested, 1% active; AID 624256, 2012;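 active means normalized GFP-positive differentiation at or above the plate's own cutoff, the solvent-only control mean plus 3 SD; inconclusive means no clear call, values can overlap the other calls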;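 further: cells exposed to compound for four days before flow analysis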
# GPR55 beta-arrestin: GPR55 agonists via beta-arrestin recruitment, primary screen, imaging, U2OS cells, beta-arrestin-GFP redistribution (AID 1961); activation, % at 10 µM, or EC50 in µM where a hit was titrated; 290,000 tested, 0.048% active; U2OS GPR55 beta-arrestin-GFP redistribution imaging; higher % means a stronger effect;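 active means activation above 40% with more than 50 cells counted in the well; inconclusive means wells holding fewer than 50 cells, flagged as toxic or sparse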;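 further: U2OS osteosarcoma cells stably expressing GPR55 and beta-arrestin-GFP; plate controls were DMSO negative control for no effect and LPI positive control for full effect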
# NOD2 inhibition: NOD2 signaling inhibitors, cell-based, luminescence, uHTS, HEK293 (AID 1566); HEK293 NOD2/NF-kB luciferase reporter, luminescence; higher % means a stronger effect; 290,000 tested, 0.63% active; inhibition, % at 4 µM; hits with a dose series show EC50 in µM; further: many of its hits are not listed in these tables
# KOR beta-arrestin-1: KOR agonists, beta-arrestin recruitment, primary screen, cell-based, luminescence, uHTS (AID 1777). activation, % at 10 µM; hits with a dose series show EC50 in µM. 280,000 tested, 0.02% active. KOR beta-arrestin recruitment, luminescence; higher % means a stronger effect. Kappa-type opioid receptor (Homo sapiens); in the data active means activation above about 50%, passing the limit was not always enough; further: a part of the inactive calls stands beside numbers as strong as those of hits
# KOR beta-arrestin-2: KOR antagonists, beta-arrestin recruitment, cell-based, luminescence, uHTS (AID 1778). KOR beta-arrestin recruitment, luminescence, antagonist mode; higher % means a stronger effect. 290,000 tested, 0.091% active. Kappa-type opioid receptor (Homo sapiens). inhibition, % at 10 µM; hits with a dose series show IC50 in µM; further: strong numbers were not always called active
# GPR55 antagonists: GPR55 antagonists blocking LPI-driven arrestin recruitment, primary screen, imaging, U2OS, beta-arrestin-GFP, LPI agonist (AID 2013); inhibition, % at 10 µM; hits with a dose series show IC50 in µM; U2OS GPR55 beta-arrestin-GFP translocation imaging, LPI antagonism; higher % means a stronger effect; 290,000 tested, 0.13% active;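 active means spots per cell inhibited over 60%, with over 100 cells counted and total cytoplasm intensity under 500,000; inconclusive means wells with under 100 cells, flagged as likely toxic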;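 further: U2OS cells stably carrying GPR55 and arrestin-GFP stimulated by 5 µM LPI near EC80; imaged beta-arrestin-GFP aggregate spots per cell after agonist stimulation; plate controls were LPI-stimulated DMSO wells for no effect and DMSO wells without LPI for full effect; some results filed as inactive read as strong as hits; confirmed hits need IC50 under 10 µM and bright autofluorescent wells are also inconclusive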
# T cell modulator: modulators of CD8 T cell-vesicle binding, primary screen, mouse 2C CD8+ T cells, flow cytometry. AID 2052, 2009. calls only at 7 µM. 330,000 tested, 0.068% active. 2C CD8+ T cell-vesicle binding; active compounds read low;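 active means response, share of CD8 T cells binding vesicles, and their 90th percentile fluorescence all below set limits, cut at about 80% in these data, passing the limit was not always enough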
#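 Material: murine 2C transgenic CD8+ T lymphocytes / Also added: QL9-peptide-loaded Drosophila micro-vesicles bearing Ld, ICAM-1 and B7-1 / Schedule: binding step 1.5 h, 37 °C, antibody labelling 20 min, ice / Signal: flow cytometry, PE anti-B7-1 (FL2) versus Alexa647 anti-CD8 (FL8), PFA-fixed / Evaluation: percent CD8+ FL2 mean versus row control / Benchmarks: naked versus QL9-loaded vesicles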
# NTR1 ag: agonists of NTR1, primary screen, imaging, U2OS cells, beta-arrestin-GFP, high content (AID 493036). Neurotensin receptor type 1 (Homo sapiens), P30989. NTR1-U2OS beta-arrestin-GFP spot imaging, agonist mode. activation, % at 20 µM. 330,000 tested, 0.17% active;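 active means activation at or above 40% of the spot to cytoplasm intensity ratio, with at least 20 cells analyzed; inconclusive means wells under 20 cells, flagged as cytotoxic or low count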;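 further: 0% = DMSO without peptide and 100% = 100 nM NTR1 peptide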
# Target sequence (P30989 whole entry, looked up): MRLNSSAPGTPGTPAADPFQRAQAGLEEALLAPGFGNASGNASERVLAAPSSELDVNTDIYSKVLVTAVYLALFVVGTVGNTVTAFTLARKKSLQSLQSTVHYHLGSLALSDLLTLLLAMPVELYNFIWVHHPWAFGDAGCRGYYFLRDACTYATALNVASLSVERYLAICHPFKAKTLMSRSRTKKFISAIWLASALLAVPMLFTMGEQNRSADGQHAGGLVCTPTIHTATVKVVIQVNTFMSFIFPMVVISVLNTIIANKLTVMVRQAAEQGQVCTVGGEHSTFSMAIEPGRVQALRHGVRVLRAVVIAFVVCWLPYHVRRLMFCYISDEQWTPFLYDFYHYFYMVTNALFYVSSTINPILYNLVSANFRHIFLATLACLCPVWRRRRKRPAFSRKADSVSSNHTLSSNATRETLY
# NOD1 NF-kB reporter: NOD1 signaling inhibitors, primary screen, cell-based, luminescence, uHTS (AID 1578) | NOD1-driven NF-kB luciferase reporter cells, luminescence; higher % means a stronger effect | 290,000 tested, 1% active | inhibition, % at 4 µM, or EC50 in µM where a hit was titrated; in the data active means inhibition mostly above about 36%, no sharp cut-off; inactive means mostly below about 34%;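 further: HEK-293T reporter cells stimulated with the NOD1 agonist gamma-tri-DAP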
# T cell modulator vesicle-bound %: second read-out of T cell modulator, no call of its own (marks repeat the call); double positive events, %; measured here: CD8+ vesicle-bound cell fraction;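 binding gate set so that unloaded-vesicle control wells show 10% double positive cells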
# NTR1 ag cell count 20 µM: further read-out of NTR1 ag, marked with its call; cell count; measured here: cell count, cytotoxicity flag
# Myeloid diff 2 GFP+ MAC1+ %: recorded beside Myeloid diff 2, whose call it bears; GFP+ MAC1+ double positive, %; measured here: differentiation confirmed by MAC1 staining
# * hit, by the source's call; i = inactive; ? = inconclusive; / = not tested or not shown; [ ] = dose if it differs, or a comment. Unless noted, no stated cut-off is given here; in the data, active means inhibition above about 50%; inactive means the rest. Only part of the results is shown; count on the stated rates, not on these rows.
SMILES	Myeloid diff 2	Myeloid diff 2 GFP+ MAC1+ %	GPR55 beta-arrestin	NOD2 inhibition	KOR beta-arrestin-1	KOR beta-arrestin-2	GPR55 antagonists	T cell modulator	T cell modulator vesicle-bound %	NTR1 ag	NTR1 ag cell count 20 µM	NOD1 NF-kB reporter
CCC(CC)C(=O)Nc1cc([N+](=O)[O-])ccc1Cl	i	0.7	-0.2%	10%	1.4%	14%	-2%	i	50	1.6	53	-22%
CCOC(=O)c1c(C(F)(F)C(F)(F)C(F)(F)C(F)(F)F)n[nH]c1C	i	0.5	0.2%	3%	2.5%	-45%	21%	i	25	5.2	84	4%
Cc1cc2c(cc3c(=O)n(CC(=O)NCCCN4CC(C)CC(C)C4)ncn32)s1 (stereo unspecified)	i	5.3	-0.4%	23%	1.0%	5%	-3%	i	12	0.3	59	22%
COc1ccc(NCc2nnc(SCC(=O)N3CCCc4ccccc43)n2C)cc1	i	9.3	0.2%	-7%	28%	-7%	-4%	i	15	-0.8	44	-8%
O=C(CCNc1n[nH]c(=O)[nH]c1=O)N/N=C/c1ccc(Cl)cc1	i	0.3	1.3%	-1%	4.4%	-27%	7%	i	35	1.1	92	-22%
COc1ccc(C2CC(=O)c3sc(NC(C)=O)nc3C2)cc1 (stereo unspecified)	i	0.6	0.1%	14%	-0.5%	-25%	8%	i	52	2.1	69	-16%
CC(OC(=O)c1ccc2ccccc2n1)C(=O)c1ccccc1 (stereo unspecified)	i	0.6	-0.2%	12%	/	-32%[20 µM]	8%	i	53	-0.2	67	-28%
O=C(N/N=C/c1cc(Br)c(Br)o1)c1cccnc1	i	0.7	-0.2%	8%	-4.7%	31%	-1%	i	31	2.0	58	-21%
COc1ccc(C2CC(c3ccc(Cl)cc3)=NN2C(C)=O)cc1 (stereo unspecified)	i	0.9	-0.1%	-24%	-1.1%	7%	1%	i	28	1.3	57	-30%
O=C(CN1CCC(c2nc3ccccc3s2)CC1)NCc1ccccc1	i	0.8	0.0%	2%	3.8%	26%	-16%	i	30	1.3	92	-14%
CC(=O)Nc1ccc2nc(NC(=O)COc3ccccc3)sc2c1	i	0.2	-0.3%	-28%	-3.9%	-7%	-4%	i	29	-0.7	55	-44%
Cc1cc2c(c(=O)o1)C(C13C=CC(CC1)C3)C(C#N)=C(N)O2 (stereo unspecified)	i	0.7	-0.1%	5%	0.7%	21%	-5%	i	40	0.3	51	-21%

# (next part)
SMILES	Myeloid diff 2	Myeloid diff 2 GFP+ MAC1+ %	GPR55 beta-arrestin	NOD2 inhibition	KOR beta-arrestin-1	KOR beta-arrestin-2	GPR55 antagonists	T cell modulator	T cell modulator vesicle-bound %	NTR1 ag	NTR1 ag cell count 20 µM	NOD1 NF-kB reporter
CC[C@H](C)[C@H](NC(N)=O)C(=O)NCCc1ccc(Cl)cc1Cl	i	0.1	-0.3%	6%	3.2%	-12%	5%	i	46	2.3	31	-12%
COc1ccc(NC(=O)C2CC(=O)N=C(N)S2)cc1 (stereo unspecified)	i	0.2	-0.2%	18%	-5.2%	3%[20 µM]	-1%	i	46	1.3	54	-20%
Oc1c(CN2CCOCC2)cc(COCc2ccccc2)c2cccnc12	?	/	-0.2%	-83%	-3.9%	32%	1%	i	23	/	/	-50%
CC(C)CNC(=S)N1CCC(C(=O)c2ccc(F)cc2)CC1	i	0.3	-0.3%	16%	3.1%	-40%[20 µM]	0%	i	60	1.3	54	62%*
CN(C)S(=O)(=O)N1CCC(Oc2cccc(C(=O)NCCCC3CCCC3)c2)CC1	?	/	0.2%	10%	0.1%	-11%	-6%	i	17	2.8	46	20%
NC(=O)C1CCN(C(=O)c2ccc3nc(N4CCCCC4)sc3c2)CC1	i	0.6	-0.1%	-34%	-0.2%	-2%	3%	i	42	2.1	45	-2%
CCc1nn(CC(=O)NCc2cccnc2)c(=O)c2cc3occc3n12	i	1.3	0.0%	4%	1.3%	-29%	-2%	i	13	-0.9	61	-15%
Cc1ccc2nc(-c3ccccc3N)[nH]c2c1	i	0.3	-0.1%	-273%	-3.1%	-41%[20 µM]	2%	i	56	0.5	49	-43%
COC(=O)c1ccc(-c2nc(-c3ccc(Br)o3)no2)cc1	i	1.9	-0.1%	-19%	-2.8%	-9%	6%	i	44	3.4	89	-57%
O=C(O)c1ccccc1N(Cc1ccccc1)C(=O)CO/N=C/c1ccccc1	i	0.2	0.6%	4%	1.9%	-21%	2%	i	66	0.5	83	-17%
Cc1cc(C)cc(NC(=S)NCC2CCCO2)c1 (stereo unspecified)	i	3.6	-0.4%	5%	-2.4%	-17%	11%	i	20	0.1	70	-20%
CC(C)(C)NCCOc1ccc2ccccc2c1	i	0.0	0.3%	5%	0.0%	2%	0%	i	17	-0.2	22	-32%

# No new results follow: 7 of the compounds above.
SMILES	Myeloid diff 2	Myeloid diff 2 GFP+ MAC1+ %	GPR55 beta-arrestin	NOD2 inhibition	KOR beta-arrestin-1	KOR beta-arrestin-2	GPR55 antagonists	T cell modulator	T cell modulator vesicle-bound %	NTR1 ag	NTR1 ag cell count 20 µM	NOD1 NF-kB reporter
NC(=O)C1CCN(C(=O)c2ccc3nc(N4CCCCC4)sc3c2)CC1	i	0.6	-0.1%	-34%	-0.2%	-2%	3%	i	42	2.1	45	-2%
CCc1nn(CC(=O)NCc2cccnc2)c(=O)c2cc3occc3n12	i	1.3	0.0%	4%	1.3%	-29%	-2%	i	13	-0.9	61	-15%
Cc1ccc2nc(-c3ccccc3N)[nH]c2c1	i	0.3	-0.1%	-273%	-3.1%	-41%[20 µM]	2%	i	56	0.5	49	-43%
COC(=O)c1ccc(-c2nc(-c3ccc(Br)o3)no2)cc1	i	1.9	-0.1%	-19%	-2.8%	-9%	6%	i	44	3.4	89	-57%
O=C(O)c1ccccc1N(Cc1ccccc1)C(=O)CO/N=C/c1ccccc1	i	0.2	0.6%	4%	1.9%	-21%	2%	i	66	0.5	83	-17%
Cc1cc(C)cc(NC(=S)NCC2CCCO2)c1 (stereo unspecified)	i	3.6	-0.4%	5%	-2.4%	-17%	11%	i	20	0.1	70	-20%
CC(C)(C)NCCOc1ccc2ccccc2c1	i	0.0	0.3%	5%	0.0%	2%	0%	i	17	-0.2	22	-32%

# Following part.
SMILES	Myeloid diff 2	Myeloid diff 2 GFP+ MAC1+ %	GPR55 beta-arrestin	NOD2 inhibition	KOR beta-arrestin-1	KOR beta-arrestin-2	GPR55 antagonists	T cell modulator	T cell modulator vesicle-bound %	NTR1 ag	NTR1 ag cell count 20 µM	NOD1 NF-kB reporter
COc1cc(CNCCc2c[nH]c3ccccc23)ccc1OCc1ccccc1F	i	7.7	0.2%	1%	5.9%	-21%	65%	i	64	5.9	40	0%
CC(=O)c1c(C)[nH]c(C(=O)OCC(=O)NCCC(C)C)c1C	i	0.1	0.6%	24%	-0.9%	8%	5%	i	21	0.1	111	-5%
Cc1cc(C)n2c(SCC(=O)Nc3ccc(F)cc3)nnc2n1	i	0.0	-0.4%	7%	1.7%	14%	4%	i	33	1.2	48	0%
COc1ccc(NC(=O)CN2C(=O)c3ccccc3Sc3ccc(C(=O)N4CCOCC4)cc32)c(OC)c1	i	0.2	0.0%	9%	-3.1%	3%	-12%	i	29	0.3	65	-13%
O=[N+]([O-])c1cccc(-n2nnnc2CNCc2ccccc2)c1	i	1.3	-0.3%	2%	-1.1%	31%	10%	i	50	-0.2	54	-7%
O=C(Nc1cccnc1)c1cc(-c2ccc(Cl)cc2)on1	i	0.2	0.8%	-66%	-3.9%	-46%	10%	i	49	0.2	57	-45%
CC1CCN(CC(=O)Nc2ccc(C(=O)N3CCCCC3)cc2)CC1	i	0.7	-0.2%	-5%	-2.9%	16%	4%	i	58	1.5	52	-19%
Brc1cnc2nc[nH]c2c1	i	0.3	0.3%	17%	3.7%	13%	15%	i	39	1.0	43	-3%
CC1=C(C(N)=O)C(c2ccccc2[N+](=O)[O-])n2ncnc2N1 (stereo unspecified)	i	2.2	-0.1%	4%	0.6%	-1%	-13%	i	31	0.6	93	-1%
O=C(N/N=C/c1coc2ccccc2c1=O)c1cc(Br)c(O)c(Br)c1	i	0.5	0.2%	3%	-1.2%	-2%	11%	i	70	0.1	60	-8%
Cn1c(CN2CCCCC2)c(C#N)c2ccccc21	i	2.4	-0.2%	13%	4.0%	11%	5%	i	16	-0.1	75	8%
O=C(CCCN1C(=O)CCC1=O)Nc1ccccc1F	i	1.4	0.2%	-9%	-6.8%	22%	20%	i	13	-1.8	69	6%

# More compounds follow.
SMILES	Myeloid diff 2	Myeloid diff 2 GFP+ MAC1+ %	GPR55 beta-arrestin	NOD2 inhibition	KOR beta-arrestin-1	KOR beta-arrestin-2	GPR55 antagonists	T cell modulator	T cell modulator vesicle-bound %	NTR1 ag	NTR1 ag cell count 20 µM	NOD1 NF-kB reporter
N#CCOc1ccccc1P(=O)(c1ccccc1)c1ccccc1	i	0.7	-0.1%	8%	3.2%	-4%	-10%	i	32	-1.5	108	8%
CCOC(=O)c1cc(-c2ccco2)nn1-c1ccc(C)cc1	i	0.1	-0.3%	12%	-1.4%	4%	2%	i	54	0.1	56	-30%
Cc1nc([N+](=O)[O-])cn1CC(O)c1ccc(-c2ccccc2)cc1 (stereo unspecified)	i	0.1	0.0%	8%	4.3%	9%	-1%	i	53	-0.5	51	-9%
CCCCC1=NN(C(=O)c2ccco2)C(O)(C(F)(F)F)C1 (stereo unspecified)	i	0.3	-0.1%	-36%	1.8%	-80%	2%	i	46	-0.4	104	-27%
CCCCCCCCCS(=O)(=O)N/N=C/c1cccc([N+](=O)[O-])c1	i	0.5	-0.1%	9%	5.1%	-23%	-7%	i	11	1.7	57	61%
Cc1ccc(C2C(C#N)=C(N)Oc3nc(-c4ccccc4)[nH]c32)o1 (stereo unspecified)	i	0.5	-0.1%	11%	-1.8%	28%	21%	i	16	-0.1	36	3%
COc1ccc(/C=C/C(=O)NCC(=O)N/N=C/c2cccs2)cc1	i	0.0	-0.1%	14%	-1.0%	4%	11%	i	4	0.0	68	-14%

# Source: PubChem (several laboratories)
